CDK5 inh: blocks human CDK5/p35 kinase activity. Q00535+Q15078. Recombinant CDK5/p35, ADP-Glo luminescence, 60 min. inhibition, % at 10 µM. hit rate 0.01% among 330,000. AID 488839;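 active means highest replicate inhibition of at least 50% and at least 75% of replicates reaching 50%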;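 further: plate controls were DMSO neutral control for no effect and GW8510 at 10 µM for full effect; many of its hits are not listed in these tables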
Target sequence (Q00535 whole entry, looked up): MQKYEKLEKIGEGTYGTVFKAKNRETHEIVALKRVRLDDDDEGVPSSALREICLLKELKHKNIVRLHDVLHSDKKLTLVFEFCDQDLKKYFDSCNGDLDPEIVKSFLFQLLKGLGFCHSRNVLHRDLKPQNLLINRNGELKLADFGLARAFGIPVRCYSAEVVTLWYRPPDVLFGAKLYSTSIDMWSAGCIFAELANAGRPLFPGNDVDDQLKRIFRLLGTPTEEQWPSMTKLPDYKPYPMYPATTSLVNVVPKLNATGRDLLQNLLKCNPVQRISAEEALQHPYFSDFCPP
Target sequence (Q15078 whole entry, looked up): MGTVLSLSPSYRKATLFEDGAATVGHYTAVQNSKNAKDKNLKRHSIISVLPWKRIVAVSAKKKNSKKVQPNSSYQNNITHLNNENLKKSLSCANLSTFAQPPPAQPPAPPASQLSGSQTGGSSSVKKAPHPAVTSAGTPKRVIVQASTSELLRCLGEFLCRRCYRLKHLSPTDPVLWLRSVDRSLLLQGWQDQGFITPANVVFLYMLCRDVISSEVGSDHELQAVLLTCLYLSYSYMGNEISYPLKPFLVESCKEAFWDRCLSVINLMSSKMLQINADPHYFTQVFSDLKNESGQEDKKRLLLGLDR
AddAB inh: less growth of phage-infected E. coli with AddAB. hit rate 0.29% among 330,000. E. coli expressing H. pylori AddAB, absorbance growth. inhibition, % at 11.9 µM. AID 435030; in the data active means inhibition above about 12%;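 further: 0% = vehicle wells of infected cells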
phage Ecoli inh: E. coli growth loss with phage present | growth absorbance | inhibition, % at 11.9 µM | hit rate 0.26% among 360,000 | AID 651602; in the data active means inhibition above about 11%
SUMO Mot1 rescue: inhibitors of SUMOylation pathway: yeast Mot1-301 growth rescue. S. cerevisiae Mot1-301 growth rescue, ATP luminescence, 38.5C; percent above DMSO median, 100 means doubled. growth rescue, % at 18.8 µM. hit rate 1% among 320,000. AID 2716;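 active means every valid replicate shows activation above 250% relative to neutral control wells; inactive means the rest, any valid replicate at or below 250%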;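 further: OY570 slx delta 5 strain wells were the positive control but not used for scaling; some compounds called inactive have numbers as strong as hits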
HTR5A inv ctr: HTR5A inverse agonism, opioid heterodimer counter-screen; inhibition, % at 9.3 µM; hit rate 0.083% among 340,000; HTR5A cell line, luminescence; P47898; AID 504634; in the data active means inhibition mostly above about 23%, no sharp cut-off; inactive means mostly below about 18%;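 further: 0% = cells with DMSO and 100% = no-cell wells with DMSO; some compounds called inactive have numbers as strong as hits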
Target sequence (P47898 whole entry, looked up): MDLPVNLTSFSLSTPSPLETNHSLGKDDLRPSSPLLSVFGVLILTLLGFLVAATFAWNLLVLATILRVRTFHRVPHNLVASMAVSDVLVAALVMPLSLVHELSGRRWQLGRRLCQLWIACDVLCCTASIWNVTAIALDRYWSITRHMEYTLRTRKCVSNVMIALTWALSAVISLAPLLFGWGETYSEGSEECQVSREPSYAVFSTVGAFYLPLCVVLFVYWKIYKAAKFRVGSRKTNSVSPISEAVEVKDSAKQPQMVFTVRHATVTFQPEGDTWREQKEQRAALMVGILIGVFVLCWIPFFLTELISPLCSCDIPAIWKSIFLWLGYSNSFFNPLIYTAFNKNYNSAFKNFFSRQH
PKA-R2B activ: activators of human PKA-R2B complex. PKA-R2B holoenzyme dissociation, Cy5-IP20 fluorescence polarization; R2B truncated from residue 108, S112A mutant; 0% DMSO only, 100% 113 µM cGMP. hit rate 0.079% among 340,000. P22694+P31323. activation, % at 11.4 µM. AID 504700;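 active means activation above a cutoff set at the mean over all compounds plus 3 SD, cut at about 18% in these data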;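 further: higher means more holoenzyme dissociation and a rise in polarization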
E coli growth: bacterial growth inhibition, counter-screen for AddAB inhibitors; E. coli V3065 growth, OD600 absorbance, 18 h; AID 449728; hit rate 0.27% among 330,000; inhibition, % at 11.9 µM;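 active means inhibition above the campaign's mean inhibition across all tested compounds plus 3 SD, cut at about 9.9% in these data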;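 further: uninfected addAB+ strain grown without phage in ampicillin broth; 0% = DMSO wells and 100% = ciprofloxacin 0.95 µg/ml wells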
PKA-R1A act: activators of PKA-R1A complex; PKA-R1A dissociation, Cy5-IP20 fluorescence polarization; scaled: DMSO 0%, 113 µM cGMP 100%; P00514+P68181; AID 504707; activation, % at 11.4 µM; hit rate 0.083% among 340,000;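 active means percent activation above the mean of all tested compounds plus 3 SD, cut at about 19% in these data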;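 further: higher means more PKAc released from R1A so a rise in polarization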
DAGLB inh: blocks human DAGLB lipase activity; inhibition, % at 5.17 µM; hit rate 0.059% among 340,000; HEK293T DAGLB membrane lysate, EnzChek fluorogenic substrate; in the data active means inhibition above about 34%;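 further: 0% = enzyme with vehicle and 100% = wells lacking enzyme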
Tat export inh: E. coli Tat transport inhibition | E. coli MC4100 TorA-mCherry Tat export, fluorescence | inhibition, % at 10 µM | hit rate 0.036% among 340,000;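 active means mean replicate inhibition at least 50% and at least half of replicates individually reaching 50%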;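 further: exported cargo escapes ClpAP degradation while cytoplasmic cargo is degraded and loses fluorescence; 0% = median of neutral control wells and 100% = median of NaSCN control wells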
HTR5A ag ctr: activates human HTR5A in OPRM1-OPRD1 agonist counter-screen; P47898; hit rate 0.61% among 340,000; activation, % at 9.3 µM; AID 504692; HTR5A agonist assay, luminescence, cell-based; in the data active means activation mostly above about 9.5%, no sharp cut-off; inactive means mostly below about 7.6%;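 further: 0% = cells with vehicle only and 100% = reference agonist; strong numbers were not always called active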
An asterisk follows results filed as active; x = not tested or not shown; & = joins results of further samples.

Values run as follows: CDK5 inh	AddAB inh	phage Ecoli inh	SUMO Mot1 rescue	HTR5A inv ctr	PKA-R2B activ	E coli growth	PKA-R1A act	DAGLB inh	Tat export inh	HTR5A ag ctr
CC(=O)Nc1ccc(S(=O)(=O)N2CCSC2c2ccc(Cl)cc2)cc1 (stereo not given)
  -0.2	0.0	4.0	91	20	5	0.7	-9	-2	5	1
COc1cc(/C=C2/C(=N)N3N=C(CC(=O)N4CCOCC4)SC3=NC2=O)ccc1OCc1ccccc1
  -0.7	2.4	3.5	-8	1	-8	-1.9	-1	4	0	-2
CCCN1C(=O)/C(=C/c2ccc(C)o2)SC1=Nc1ccc(OCC)cc1
  -2.6	0.6	2.3	4	5	11	0.8	-8	0	0	-2
CCN(CC)CCn1c2c(c(SCC(=O)Nc3cc(C)cc(C)c3)nc1=O)CCC2
  0.4	-1.7	1.8	-6	-4	0	-1.0	-9	1	-7	6
Cc1cc(=O)[nH]c(S/C=C/c2ccccc2)n1
  -1.5	1.6	2.4	-22	18	-10	-0.5	3	0	9	-1
Cc1cc(=O)nc2c3ccccc3n(CC(=O)NC3CCCCC3)n12
  -0.1	1.9	1.0	-1	5	-15	-3.6	-5	2	-1	0
O=C1NN(c2ccccc2)C(=O)/C1=C\c1cccn1-c1ccc(Cl)c([N+](=O)[O-])c1
  -0.9	-1.4	0.2	1	-9	-14	0.4	-3	4	-1	-1
CC(Cc1cnccn1)NC(=O)c1cc(COc2ccc(F)cc2F)on1 (stereo not given)
  0.2	-0.5	-2.5	132	5	-6	-1.1	3	5	-4	3
O=C(O)CCC(=O)N1CCC(n2nnc3cc(C(F)(F)F)ccc32)CC1
  1.4	2.6	0.5	0	7	4	-0.4	2	-4	-4	-3
Cc1cc(NC(=O)c2cccs2)ncc1NC(=O)C(C)(C)C
  2.0	3.3	-1.3	0	13	-4	0.5	-7	-2	5	-3
CCc1c(C)nc(SCC(=O)N2C(C)CCCC2C)[nH]c1=O (stereo not given)
  -0.9	3.6	3.9	69	x	x	2.9	x	x	0	x
O=C(CCCC(=O)OCC(=O)c1cccs1)Nc1ccc(F)cc1
  0.5	-4.9	1.6	3	7	-7	-1.6	-17	3	2	-2
CCOC(=O)c1ccc(NC(=O)c2ccc(NC(=O)c3ccccc3)cc2)cc1
  0.3	1.4	-1.0	65	-20	-3	-0.7	4	1	4	-7
O=C(C1=C[C@@H](C2CC2)C[C@@H](OCc2ccc(CO)cc2)O1)N1CCN(Cc2ccccc2)CC1
  -0.1	2.8	0.2	-19	6	-10	-1.7	2	-3	11	-5
CCOc1ccc(N(CC(=O)Nc2ccccc2Cl)S(C)(=O)=O)cc1
  -3.4	3.8	3.7	-8	9	3	-3.6	-5	0	11	-2
CC(C)CCN1CC(C(=O)NCc2ccc(F)cc2)CC1=O (stereo not given)
  -1.0	1.6	-0.2	-11	22	-3	-0.9	4	3	-9	2
Nc1nonc1-c1noc(CCCOc2ccc(Cl)cc2Cl)n1
  0.4	2.2	3.8	5	8	1	-1.6	2	-4	-11	-3
CC(C)(C)C(=O)NNC(=O)c1cnccn1
  0.2	-3.4	0.5	-1	-7	-6	-4.6	-2	1	-1	3
O=C(CN1C(=O)c2ccccc2C1=O)Nc1ccccc1N1CCOCC1
  -1.0	-0.2	1.0	-28	-11	-3	0.7	-2	1	4	-2
COC(CNC(=O)C1CCCN1C(=O)OCc1ccccc1)OC (stereo not given)
  0.9	-0.1	2.3	6	12	-8	1.6	7	-2	-7	-1
Cc1cc(N)n(-c2ccccc2)n1
  -0.1	1.4	3.4	447	-3	2	-0.2	-9	1	-3	1
COc1ccc([C@@H]2[C@@H]3C(=O)N(C(C)(C)C)C(=O)[C@@H]3[C@]3(C)C(=O)N(c4cccc(C)c4)C(=O)N23)cc1
  0.4	4.0	1.1	280*	-20	-8	0.0	6	1	2	1
Cc1ccc(C)c(-c2csc(NC(=O)c3c(C)noc3C)n2)c1
  -0.4	0.6	0.9	2	-19	-7	-1.9	-4	-10	-1	8
COc1cc(OC)c(C2CC(=O)N3CN(c4ccccc4)CSC3=C2C#N)cc1OC (stereo not given)
  0.8	-1.0	1.1	-1	-3	-3	-2.4	-9	1	-8	1
CC(C)CC(C(=O)NCc1ccccn1)N1C(=O)c2ccccc2C1=O (stereo not given)
  -0.2	3.6	-0.4	-5	1	0	-0.1	-2	2	7	2
CCN(C(=O)c1cc2c(=O)n3ccccc3nc2n1C)C1CCCCC1
  x	3.9	-0.1	-6	26	1	-0.1	2	2	1	-6
O=C(CNS(=O)(=O)c1cccs1)NCc1ccc(F)cc1
  -0.7	6.7	5.8	-14	-16	2	1.7	-4	-1	1	-2
COc1ccccc1-c1nc(SCc2ccccn2)n[nH]1
  1.4	1.6	2.8	x	13	-6	1.4	-6	-2	0	-4
COc1ccc(/C=N/N=C2/NC(=O)C(CC(=O)O)S2)cc1OCc1ccc(Cl)cc1 (stereo not given)
  1.1	4.2	0.7	-1	-2	-10	1.5	-4	2	4	1
COc1ccc(C(CNC(=O)CNC(=O)c2ccc(F)cc2)N2CCCC2)cc1 (stereo not given)
  0.6	1.4	-1.1	-6	-21	-8	-1.9	3	1	-3	0
C[C@H]1CN([C@@H](C)CO)C(=O)Cc2cc(NS(=O)(=O)c3cn(C)cn3)ccc2O[C@@H]1CN(C)C(=O)Nc1ccc(F)cc1
  0.7	-0.1	2.0	-29	-9	-15	0.3	5	0	2	6
CS(=O)(=O)NCCOc1ccc(S(=O)(=O)N2CCCc3ccccc32)cc1
  -1.9	3.0	-0.8	335	2	2	-0.6	0	-2	-7	0
COc1cc(C2C3=C(COC3=O)Oc3cc4c(cc32)OCO4)cc(OC)c1O (stereo not given)
  -1.5	x	-0.3	x	0	-1	x	-2	1	4	0
COc1ccc(Cl)cc1C(=O)NNC(=O)COC(=O)c1ccc(Br)o1
  -1.7	0.6	2.3	10	1	-2	-3.0	-7	-3	13	0
COc1cccc(C(C(=O)NC2CCCC2)N(Cc2ccco2)C(=O)c2ccco2)c1OC (stereo not given)
  -1.7	1.3	2.0	-2	-7	-8	2.5	-3	-2	0	-1
COc1ccccc1N1CCN(S(=O)(=O)c2cccs2)CC1
  -0.1	0.2	0.3	-14	12	-17	-0.4	4	-1	-10	3
CC(C(=O)Nc1ccc(F)c(F)c1F)N(C)Cc1cccs1 (stereo not given)
  -0.2	2.1	2.5	-18	-5	2	1.1	1	-8	-6	4
Cc1ccc(-n2c(C)nnc2SCC(=O)Nc2ccccc2)cc1
  -0.7	0.1	5.6	-4	0	2	1.6	-2	1	-4	4
O=C(Nc1cc(S(=O)(=O)N2CCOCC2)ccc1N1CCOCC1)c1ccccc1F
  -0.3	-0.2	0.0	4	-9	-17	-1.2	-2	-3	-15	5
Cc1cc(OC(F)F)ccc1NC(=S)NCCc1ccccc1
  0.0	4.5	2.2	7	-23	5	2.9	-9	0	3	0
Cc1ccc(Cl)cc1NC(=O)CC1NCCNC1=O (stereo not given)
  -0.1	-2.2	0.9	19	-29	0	-0.7	-18	4	-6	-1
Cc1ccc(-c2[nH]nc3c2C(c2ccsc2)C(C#N)=C(N)O3)cc1 (stereo not given)
  0.1	2.0	1.3	3	-8	-11	0.8	-5	2	6	3
CN1c2cccc3cccc(c23)N(C)C1(C)C
  1.7	-1.4	1.2	-16	2	0	-5.3	-3	2	-3	6
CCO[C@@H]1OC(C(N)=O)=C[C@H](c2cn(C(C)=O)c3ccccc23)[C@H]1CCCO
  -1.9	2.1	3.3	-5	-6	-2	-0.3	6	-1	4	-5
COC1(NS(=O)(=O)c2ccc(Br)cc2)C(C)=CC(=O)C=C1C
  -3.7	5.1	3.0	0	18	0	0.6	2	0	-4	-7
Cc1cc(=O)[nH]c(N=N/C(=N/Nc2ccc(O)cc2)c2ccccc2)n1
  2.0	6.1	21*	-17	-1	-5	8.1	-14	12	-1	-5
CCCOc1cccc(C(=O)NCCCNC(=O)c2ccccn2)c1
  -1.2	0.4	-0.4	-7	-4	8	-2.0	1	8	-6	0
Cc1cc(=O)oc2c(O)c(O)ccc12
  0.6	x	2.1	x	-16	8	x	-3	2	1	5
O=c1[nH][nH]c(=O)c2cc([N+](=O)[O-])ccc12
  -2.1&-0.1	1.9	1.8&0.3	-13	2&6	5&-7	-0.7	-1&-7	0&0	-7&1	-1&-1
COc1ccccc1N1CCN(Cc2nnnn2CCc2ccccc2)CC1
  1.0	-0.5	0.0	690	16	-15	-3.4	-5	-1	5	1

Continued.
Values run as follows: CDK5 inh	AddAB inh	phage Ecoli inh	SUMO Mot1 rescue	HTR5A inv ctr	PKA-R2B activ	E coli growth	PKA-R1A act	DAGLB inh	Tat export inh	HTR5A ag ctr
CC(=O)Nc1cccc(C(=O)OC(C)C(=O)N2CCc3ccccc32)c1 (stereo not given)
  0.1	1.0	3.8	290	2	-10	1.6	-2	0	-8	6
O=c1c2ccccc2nc(N/N=C/c2ccccc2)n1O
  -0.5	-0.3	4.3	2	-4	7	-0.6	8	1	-8	2
Cc1ccc(N2C(=O)NC3(CCCCC3)C2=O)cc1
  -1.4	0.5	-1.9	-9	11	-3	-0.8	1	1	3	1
OCCN1CCN(Cc2cccc(Oc3ccc(Cl)cc3)c2)CC1
  0.2	1.2	0.8	16	-20	9	-0.7	1	1	6	0
Cc1oc2c(CN(C)C)c(O)ccc2c(=O)c1-c1ccc2ccccc2n1
  1.1	1.4	0.3	-5	-4	-3	-1.7	1	2	-4	5
O=C(c1ccccc1)c1cc(F)c(N2CCOCC2)cc1Cl
  1.4	0.0	2.7	-5	-51	-6	-0.5	-1	-3	-1	-3
CCn1c(=O)c2sccc2n(Cc2ccc(C)cc2)c1=O
  1.2	1.7	1.0	14	-4	-9	-0.7	0	-2	-2	1
CCN(CC(=O)NCCc1ccc(S(N)(=O)=O)cc1)Cc1nc2ccccc2c(=O)[nH]1
  -0.4	0.8	2.2	-1	-13	-8	-3.8	-8	1	7	8
CCOC(=O)c1cc(NC(=O)Nc2cc(C)ccn2)c(C)nc1C
  1.5	1.4	4.1	8	2	-1	0.9	-10	1	-1	-1
CCC(C)NS(=O)(=O)c1ccc(OCC(=O)Nc2ccc(F)cc2F)cc1 (stereo not given)
  1.3	2.4	-2.9	28	-6	0	1.5	-8	-3	-1	6
COc1cc(NC(=O)c2ccccc2)c(OC)cc1NC(=O)Cc1ccc(Br)cc1
  0.3	2.2	2.2	-3	-12	11	1.5	15	7	3	4
CC1CCN(CCC(=O)Nc2ccc(Br)cc2)CC1
  -0.2	2.5	2.7	-8	3	1	0.3	-6	0	1	-4
Oc1ccccc1-c1cc(-c2ccc(Cl)cc2)n[nH]1
  0.3	1.3	3.4	127	-10	-11	1.0	6	-10	-13	3
CC(C)CCNC(=O)c1cc2c(=O)n3ccccc3nc2s1
  0.1	2.8	3.4	196	-16	4	-1.4	-4	0	-1	4
O=C(Cc1cccs1)N1CCN(c2ccc(F)cc2)CC1
  0.6	5.5	3.1	-3	6	-3	1.4	-2	2	-3	-1
COc1cc(CN2CCC(n3nccc3NC(=O)c3ccccc3OC)CC2)ccc1F
  1.2	-2.7	-0.2	-11	12	-6	-0.9	-6	1	-4	3
